# PriA SSB inh – blocks PriA binding to SSB C-terminal tail; AlphaScreen SSBct-PriA binding, biotinylated peptide; inhibition, % at 33 µM; 430,000 compounds, 0.6% hits; AID 1272365; in the data active = inhibition mostly above about 37%, no sharp cut-off; inactive = mostly below about 20%;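 also: plate controls were negative control peptide for no effect and reference peptide for full effect; strong numbers were not always called active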
# An asterisk follows results filed as active; & = joins results of further samples. These rows are one share of the data. The share of hits here may be higher or lower than overall.
Compound,PriA SSB inh
CSc1ccccc1NC(=O)c1cccn(Cc2cccc(C)c2)c1=O,-11.0&0.0
CC(C)(C)NC(=O)/C=C/C(=O)O,-9.0
C=CCN=C1CC(C)(C)CC(=O)C1=C(O)CCC(=O)OC,-3.4
O=C(NCc1nc(-c2ccccc2)no1)C1CCN(C(=O)Nc2cccs2)CC1,-4.0
COc1ccc(/C=C2\SC(=N)NC2=O)cc1,0.7
CSCCn1c(=NC(=O)c2ccc(Cl)s2)sc2cc(S(C)(=O)=O)ccc21,-12.0
Cn1cnc(S(=O)(=O)N2CCN(c3cc(C(F)(F)F)ncn3)CC2)c1,-4.0
Cc1noc(C)c1S(=O)(=O)Nc1cnc(N(C)C)nc1,3.0
COc1ccc(NC(=O)Cc2coc3c(C)c(C)ccc23)c(OC)c1,3.0
S=c1[nH]nc(COc2ccccc2)n1N=Cc1ccncc1,-1.9
CCOc1ccc2nc(SCC(=O)N3CCOCC3)[nH]c2c1,-20.0
Cc1nc(N2CCCC2)nc(C)c1NS(=O)(=O)c1cccc(C(F)(F)F)c1,10.0
O=C(Nc1ccccn1)c1cn[nH]n1,-21.0
O=c1[nH]c(=O)c2nnc(NN=Cc3ccc(O)cc3)nc2[nH]1,4.4
Cn1cc([C@H]2C(C(=O)c3ccco3)=C(C(F)(F)F)Nc3ncnn32)cn1,-2.0
CC(C)C(CP(=O)(O)O)NC(=O)Cc1ccccc1 (stereo unspecified),-2.0
CCOC(=O)c1c(N)oc2c(-c3ccc(C)cc3)c3c(C(=O)OCC)c(N)oc3cc12,2.0&4.0
O=C(c1cccc(C(F)(F)F)c1)N1CCN(c2ccc(N3CCCCC3)nn2)CC1,-2.0
C=CCn1c(SCC(=O)N2CCOCC2)nc2scc(-c3ccccc3Cl)c2c1=O,-1.0
CCc1ccc(Oc2cc(N3CCC(C(=O)NCc4ccc(SC)cc4)CC3)ncn2)cc1,-5.0
CCOC(=O)C(C)C(C)=NNC(=O)CCC(=O)Nc1cc(C)ccc1C (stereo unspecified),-6.5
COc1cccc2cc(C(=O)N3CCC(c4ccsc4)CC3)oc12,-13.0
COc1ccc(CCNC(=O)CSc2nncc(=O)n2N)cc1OC,-8.0
CN(C)c1ccc(C=NNC(=O)c2ccccc2O)o1,-11.7
COc1cccc(-n2nnc3c(SCC(=O)Nc4cc(C(F)(F)F)ccc4Cl)ncnc32)c1,-12.0&-6.0
CCOc1ccc(Br)cc1/C=C/C(=O)O,-9.0
COc1ccc([C@H]2CCCCN(C(=O)Cc3ccccc3F)C2)cc1,-4.0
CC1CCc2nc(NC(=O)c3ccnn3C)sc2C1 (stereo unspecified),-14.0&-1.0
O=C(Nc1nc2c(s1)CCCC2)c1cc(N2CCCCCC2)ccn1,1.0
Cn1c(C2CCCN(S(C)(=O)=O)C2)nn(Cc2c(F)cccc2Cl)c1=O (stereo unspecified),-5.0

# A draw from above in order of length of the SMILES, rising.
Compound,PriA SSB inh
Cc1noc(C)c1S(=O)(=O)Nc1cnc(N(C)C)nc1,3.0
Cc1nc(N2CCCC2)nc(C)c1NS(=O)(=O)c1cccc(C(F)(F)F)c1,10.0
Cn1cc([C@H]2C(C(=O)c3ccco3)=C(C(F)(F)F)Nc3ncnn32)cn1,-2.0

# Next section
Compound,PriA SSB inh
NC(=O)C1CCN(CC(=O)NCc2ccc(F)cc2)CC1,-11.0&4.0
Cc1noc(Cc2csc(NC(=O)Nc3cccs3)n2)n1,0.0
COc1ccc(C2CC(=O)Nc3sc4c(C)c(C#N)c(N)nc4c32)cc1OC (stereo unspecified),10.0
CCCOc1ccc(C(O)=C2C(=O)C(=O)N(CCCOC)C2c2cccnc2)cc1 (stereo unspecified),-5.4
CCCCOc1ccc(C(=O)Nc2nnc(-c3ccccc3Cl)s2)cc1,-7.0
O=C(Nc1nc2ccc([N+](=O)[O-])cc2s1)c1ccccc1F,4.0
CCC1(C2=CCCCC2)C(=N)NC(=O)NC1=O (stereo unspecified),-3.5
O=C(c1csc(-c2ccccc2)n1)N1CCc2oncc2C1,-9.0
O=C(Nc1cc(-n2ccnc2)ncn1)c1cnn(-c2ccccc2)n1,2.0
O=S(=O)(NCCCN1CCO[C@H](c2ccccc2)C1)c1ccc2c(c1)OCCO2,-5.0
CCOC(=O)c1c(NC(=O)C2=COCCO2)sc2c1CCN(Cc1ccccc1)C2,-13.0
Cc1ccc(C=NNC(=O)c2csc3c2CCCC3)cc1,5.1
CCSc1ccccc1C(=O)Nc1nc(-c2nc3ccccc3s2)cs1,19.0
CC(=O)Nc1nc(CC(=O)Nc2ncc(C)s2)cs1,-7.0
COCCCNC(=O)c1cc(-c2ccccc2)nc2c1c(C)nn2C1CCS(=O)(=O)C1 (stereo unspecified),1.0
Cc1ccc(S(=O)(=O)N2CCN(c3ccc(-n4ccnc4)nn3)CC2)s1,-1.0
COc1ccc(-c2cn3c(C)c(C(=O)NCCc4ccccc4OC)sc3n2)cc1,-4.0
O=C(Cc1ccc(F)cc1F)Nc1cnn(C[C@H]2COc3ccccc3O2)c1,2.0
O=S(=O)(c1ccc2c(c1)OCCO2)N1CCN(c2ccc3nnc(C4CC4)n3n2)CC1,-2.0
Cc1ccc(-c2ncc3c(=O)n(CC(=O)Nc4ccc(C)c(F)c4)cnc3n2)cc1,-4.0
C#CCn1c(=NC(=O)c2cccs2)sc2c(C)cc(C)cc21,-1.0
CCCc1cc(=O)[nH]c2nnc(SCC(=O)NCc3ccc(F)cc3)n12,-6.0
O=C(CCSc1nnc2scc(-c3ccccc3)n12)NCCc1ccccc1,2.0
COC(=O)c1c(NC(=O)CN2CCOCC2)sc2c1CCCCC2,10.0
CC(C)Oc1ccc(C(O)=C2C(=O)C(=O)N(CCCn3ccnc3)C2c2cccnc2)cc1 (stereo unspecified),-2.2
COCCCNC(=S)NN=Cc1ccc(O)cc1,0.9
Clc1ccc(OCCSc2nnc3sc4ccccc4n23)c(Cl)c1,-24.0
O=C(c1ccc(N2C(=O)CCC2=O)cc1)N1CCN(Cc2nc(C3CC3)cs2)CC1,-1.0
O=C(Nc1cnn(CC2COc3ccccc3O2)c1)c1ncn[nH]1 (stereo unspecified),-8.0
CC(=NNC(=O)Cc1c(C)[nH][nH]c1=O)c1ccc(Cl)c(Cl)c1,5.6
O=C(CCS(=O)(=O)c1ccccc1)NCCC(O)c1ccsc1 (stereo unspecified),4.0
CC(=O)Nc1ccc(C2=NN(C(=O)C(C)C)C(c3ccco3)C2)cc1 (stereo unspecified),9.0
O=C(Nc1ccc(C(F)(F)F)cc1)N[C@H]1CC(=O)N(c2ccccc2)C1,-6.0
CCOc1ccc(S(=O)(=O)Nc2ccc3c(c2)N(C)C(=O)C(C)(C)CO3)cc1F,-1.0
Cc1ccc(C(CNC(=O)Cc2cccc3ccccc23)N2CCOCC2)cc1 (stereo unspecified),-7.0
Cn1nc(N2CCCC(C(=O)Nc3ccc(S(C)(=O)=O)cc3)C2)ccc1=O (stereo unspecified),-2.0
O=C(Nc1ccc(-n2nnn(CC(=O)N3CCOCC3)c2=O)cc1)C1CC=CCC1 (stereo unspecified),-8.0
CC1CC(C)CN(CC(O)COCC2CC3CCC2C3)C1 (stereo unspecified),-8.0
CCn1cc(C(=O)NCCc2ccc(S(N)(=O)=O)cc2)c2nn(-c3ccccc3)c(=O)c-2c1,-7.0
CC(=NN1CCN(c2ccc(Cl)cc2)CC1)c1ccco1,-4.7
COC(=O)c1ccc(NC(=O)CSc2ncnc3c2[nH]c2ccc(F)cc23)cc1,-1.0
COc1ccccc1/C=C/C=Nn1c(-c2ccc(Cl)cc2)n[nH]c1=S,-4.5
COc1ccc(-c2nnc(N)s2)c(OC)c1,-9.0&-4.0
COc1ccccc1NS(=O)(=O)c1cccc(C(=O)NN=C(C)c2ccc3c(c2)OCCO3)c1,7.6
O=C(CCSCc1ccc([N+](=O)[O-])cc1)OCC(=O)c1ccccc1,3.0
O=C(c1cccs1)N1CCN(c2ccc(-c3ccc(F)cc3)nn2)CC1,-7.0
Cc1cc(C)c(NC(=O)C(=O)NCCCCN2CCOC(c3ccccc3)C2)c(C)c1 (stereo unspecified),0.0
Cn1cnc(S(=O)(=O)Nc2ccc3c(c2)C(=O)Nc2ccccc2O3)c1,-10.0
COc1ccccc1CNC(=O)CSc1nc2c(-c3ccccc3)c[nH]c2c(=O)n1C,0.0
O=C(c1cc2ccccc2o1)N(CC(F)(F)F)C1CCOCC1,-2.0
CC[C@H](NS(=O)(=O)c1ccc(C)cc1)C(=O)N1CCN(c2ccccn2)CC1,-20.0
Cc1nn(C)c(C)c1C(=O)N1CCCN(S(=O)(=O)c2cnn(C)c2)CC1,-4.0
COC(=O)C1=C(NC(=O)c2cc(Cl)ccc2[N+](=O)[O-])CCS1,13.0
CCOc1ccc(-c2ccc(=O)n(CCNC(=O)c3ccc4ccccc4c3)n2)cc1,-3.0
O=C(Nc1nc(C(=O)Nc2cccc3ncccc23)co1)c1ccncc1,1.0
COc1ccc(-c2cn3c(C(=O)N4CCN(c5ccccc5Cl)CC4)csc3n2)cc1,11.0
Cc1cc(NC(=O)COc2ccccc2F)n(-c2nc3c(F)cccc3s2)n1,-37.0&-23.0
O=C(COc1ccc(F)cc1)Nc1ccc2c(c1)C(=O)NCCO2,1.0
Cc1cccc2nc(CSC(=S)NCc3cccnc3)cn12,17.0
C=CCn1c(-c2ccccc2)cs/c1=N/NC(=O)c1ccc(Br)cc1,33.0

# Additional compounds
Compound,PriA SSB inh
Cc1nc(-c2ccccc2NC(=O)c2ccccc2C(F)(F)F)cs1,-10.0
O=C(c1ccc2nccnc2c1)N1CCCc2ccccc21,-3.0
CC(C)(C)c1cc(C(=O)NN=Cc2ccncc2)n[nH]1,-29.4
COc1ccc(CC(=O)N2CCN(c3cc(-n4cccc4)ncn3)CC2)cc1,-6.0
O=C(c1c[nH]c2ccccc12)N1CCc2oncc2C1,-4.0
O=C(NCC(=O)N1CC(Oc2nccs2)C1)OCc1ccccc1,-4.0
COc1cccc(CNC(=O)Cn2cnc3c(-c4ccc(Cl)cc4)csc3c2=O)c1OC,-13.0
CCSc1ccccc1C(=O)Nc1nc2ccc(NC(C)=O)cc2s1,22.0
Cn1nc(N2CCC(C(=O)Nc3ccc4cn[nH]c4c3)CC2)ccc1=O,5.0
O=C(CSc1ccc([N+](=O)[O-])cc1[N+](=O)[O-])OCC(F)(F)F,32.0
COc1cc(C)c(C)cc1S(=O)(=O)NCCC(O)c1cccs1 (stereo unspecified),-5.0
CCOC1=CC(=Cc2c(N)n3nc(CC(=O)N4CCCCC4)sc3nc2=O)C=CC1=O,-4.4
N#CCOc1ccc2c(=O)c(Oc3ccccc3Br)coc2c1,4.0
CC(C)c1nn(CC(=O)OCc2ccccc2)c(=O)c2c1cnn2-c1ccc(F)cc1,-25.0
COc1cccc2cc(C(=O)N3CC(S(=O)(=O)C4CCCCC4)C3)oc12,-5.0
CCOC(=O)c1c(NC(=O)c2ccccc2F)sc(C)c1-c1ccc(OC)cc1,-14.0
CCn1c(O)c(C=Nn2cnnc2)sc1=S,-0.7
O=C(Nc1ccc(F)cc1)C1CCN(C(=O)c2n[nH]c3ccccc23)CC1,-7.0
Cn1c(C2CCCN(S(C)(=O)=O)C2)nn(CC(=O)NCc2ccc(F)cc2)c1=O (stereo unspecified),-4.0
COc1ccc(Cl)cc1C(=O)Nc1ccc(Nc2ccc(-n3nc(C)cc3C)nn2)cc1,-7.0
O=C1Nc2ccc(S(=O)(=O)Cl)c3cccc1c23,7.0
Cn1cnnc1S(=O)(=O)C1CCN(C(=O)c2ccc(-n3cccc3)cc2)CC1,-8.0
O=C(CSCc1ccccc1)Nc1ccccc1-c1ccc(=O)[nH]n1,-14.0
Cc1ccc(S(=O)(=O)CCC(=O)Nc2ccc(F)cc2F)cc1,-1.0
COc1ccc([C@H]2CCCCN(C(=O)c3ccc(Cn4ccnc4)cc3)C2)cc1,7.0
Cc1cc(C(=O)N2CCC[C@H](Cc3nc(-c4cnccn4)no3)C2)c(C)o1,1.0
O=C(NN=C/C=C/c1ccccc1[N+](=O)[O-])c1cc(-c2cccnc2)nc2ccccc12,18.8
CC(=O)C(Sc1nnc(-c2c[nH]c3ccccc23)n1-c1ccc(F)cc1)C(C)=O,-4.0
Cc1cc(=O)c(OCc2ccccc2F)cn1CC(=O)NCc1ccc2c(c1)OCO2,-4.0
CCS(=O)(=O)c1ccc(CC(=O)N2CC(=O)Nc3ccccc32)cc1,-9.0
CCc1nnc(NC(=O)CSc2ncc(C(=O)Nc3ccc(C)c(C)c3)c(=O)n2C)s1,-14.0
COc1ccc(OC)c(-c2cc(C(=O)N3CCC4(CC3)OC(=O)c3ccccc34)n(C)n2)c1,-7.0
C=CCc1c(C)nc(C)nc1NN=Cc1ccccc1,-6.1
CCc1ccc(-n2ncc(C(=O)N3CCN(C(=O)c4ccco4)CC3)c2-n2cccc2)cc1,-25.0
COc1ccc(S(=O)(=O)NCCNc2cc(N(C)C)nc(C)n2)cc1C,-8.0
O=C(NCC[C@@H](CCO)c1ccccc1)NCc1ccc(Cl)cc1,0.0
CC1(C)C(=O)NCCN1C(=O)c1cc2ccccc2oc1=O,11.0
COC(=O)c1ccc(NC(=O)C(=O)NC[C@]2(O)CCc3ccccc3C2)cc1,2.0
O=C1CNc2ccccc2N1,-11.0
Cn1cccc(C(=O)NCC2CCN(c3cnccn3)CC2)c1=O,-8.0
Cc1ccc(C)c(S(=O)(=O)Nc2ccc(C(=O)Nc3cccc(C(F)(F)F)c3)cc2)c1,-7.0&-2.0
COC(=O)c1ccc2c(=O)n(CCc3ccc(S(N)(=O)=O)cc3)c(SCc3c(F)cccc3Cl)nc2c1,-6.0

# Screening data deposited in PubChem BioAssay by Small Molecule Screening Facility, UW Madison.
